# Growth percent in the NCI-60 one-dose screen (48 h, 10 µM unless noted): 100 = growth as untreated, 0 = no growth, -100 = all killed.
# HL-60(TB): HL-60(TB) leukemia cells | 9% of 78,000 active; active = growth percent below 10
# Active calls of the source: *; & = joins results of further samples; [ ] = another dose, or the depositor's remark. These rows are one share of the data. The share of hits here may be higher or lower than overall.
smiles	HL-60(TB)
O=C(CCCCCCN1CC(=O)N2[C@@H](c3ccccc3Cl)c3[nH]c4ccccc4c3C[C@H]2C1=O)NO	55
O=C1CC(c2cccc(F)c2)c2cnn(Cc3ccc4c(c3)OCO4)c2N1 (stereo unspecified)	105
Cn1c2ccccc2c2c3c(c4c5cc(Br)ccc5n(C)c4c21)C(=O)N(O)C3=O	-33*
COc1ccc2c(c1)NC(=O)Cn1c(=O)cc(C)n1-2	94
Cc1ccc(C(=O)NCC(=O)O)cc1	105
CC(C)CC(NC=O)C(=O)O (stereo unspecified)	109
CCCCn1c(=O)c(-c2cc(-c3ccc(Cl)cc3)nc(-c3ccc(Cl)cc3)c2)cc2cc(Cl)ccc21	100
Fc1ccc2[nH]cc(-c3nc(-c4cccnc4)cs3)c2c1	100
Cc1nc(N)nc2c1CCC(O)S2 (stereo unspecified)	75
COc1ccc(C2OCC(C)(C)CO2)cc1	109
C=C(C)[C@@H]1CC[C@]2(CNCCO)CC[C@]3(C)[C@H](CC[C@@H]4[C@@]5(C)CCC(N)[C@@](C)(CO)[C@@H]5CC[C@]43C)[C@@H]12 (stereo partly specified)	-64*
O=S(=O)(Oc1ccc(-c2cnc3ccccc3n2)cc1)c1ccc2ccccc2c1	88
N#Cc1cnc(=S)n(-c2cc(C(F)(F)F)cc(C(F)(F)F)c2)c1N	93
CCN(CC)C(=O)CCl	126
Cc1ccc(C(=O)O)c(O)c1	122
O=C(CSc1nnc(-c2ccc(Cl)c(Cl)c2)n1-c1ccccc1)Nc1ccc(C(=O)/C=C/c2ccc(Cl)cc2)cc1	82
CCN(CC)CCNCC(=O)Oc1ccc(/C=C/C(=O)CC(=O)/C=C/c2ccc(OC(=O)CNCCN(CC)CC)c(OC)c2)cc1OC	-23*
CCOC(=O)CC1C(CNC(=O)NC)OC(n2cnc3c(N)ncnc32)C1O[Si](C)(C)C(C)(C)C (stereo unspecified)	107
COc1cc(-c2csc(NC(=O)Nc3ccc(Cl)cc3Cl)n2)cc(OC)c1OC	17
N[C@@H](CCC1=NCCN1)C(=O)O	107[20 µM]

# As entered above.
# HL-60(TB) with N[C@@H](CCC1=NCCN1)C(=O)O = 107[20 µM]
# HL-60(TB) with O=C(CSc1nnc(-c2ccc(Cl)c(Cl)c2)n1-c1ccccc1)Nc1ccc(C(=O)/C=C/c2ccc(Cl)cc2)cc1 = 82
# HL-60(TB) with N#Cc1cnc(=S)n(-c2cc(C(F)(F)F)cc(C(F)(F)F)c2)c1N = 93

# (cont.)
smiles	HL-60(TB)
O=C(CN1C(=O)/C(=C/c2ccc(Cl)cc2)SC1=S)NCCN1CCOCC1	99
CCCCCc1ccc(S(=O)(=O)Nc2cc(-c3csc(N)n3)ccc2OC)cc1	61
CC/C(=C(\c1ccc(OCCN2CCCCCC2)cc1)c1ccc(OC(=O)c2ccccc2)cc1)c1ccccc1	115
COC(CC(F)F)c1cc2ccccc2s1 (stereo unspecified)	97
C=C(C)[C@@H]1CC[C@]2(C=O)CC[C@]3(C)[C@H](CC[C@@H]4[C@@]5(C)CC[C@H](NC=O)C(C)(C)[C@@H]5CC[C@]43C)[C@@H]12	112
O=C1NC(=O)C(=Cc2ccccc2)C(=O)N1	105&68
CC(/C=C/c1ccc(Br)cc1)=N\OCC(=O)O	91
O=C(/C=C/c1ccccc1)n1c(-c2ccccc2O)nc2ccccc21	90
COc1cc2nc(CSc3nc4ccccc4c(=O)[nH]3)[nH]c(=O)c2cc1OC	102
COc1ccc(C(=O)N/N=C/c2cc(OC)c(OC)cc2[N+](=O)[O-])cc1	99
O=C1OC[C@@H]2Sc3[nH]c(=O)sc3[C@H](c3ccc(F)cc3)[C@H]12	67
O=S(=O)(NCCNc1nccc(-n2ccc3cccnc32)n1)c1ccc(Br)cc1	107
C=CC(=O)N[C@@H](/C=C/C(=O)OCC)Cc1ccc(-c2cc(F)cc(Cl)c2)cc1	104
COc1ncnc(NS(=O)(=O)c2ccc(N)cc2)c1OC	109
O=C1Nc2cc(Cl)c(CCCl)cc2/C1=C\c1ccccc1	80
Cc1nc(NC(=O)Nc2ccccc2)sc1C(=O)NNC(=O)Nc1ccccc1	126
COc1ccc(/C=N/NC(=O)COc2ccc(-c3nc4ccccc4c(=O)[nH]3)cc2)cc1OC	99
CC(C)=CC1C(C(=O)OC/C=C\c2ccc3c(c2)OCO3)C1(C)C (stereo unspecified)	84
S=C(Nc1ccccc1)Nc1ccc(OCc2nc3ccccc3[nH]2)cc1	20
COc1cc2ncn3c(=O)c4c5c(sc4nc3c2cc1OC)CCCC5	106

# Part of the list above, as labelled records:
CC(C)=CC1C(C(=O)OC/C=C\c2ccc3c(c2)OCO3)C1(C)C (stereo unspecified)
  HL-60(TB): 84

O=C1OC[C@@H]2Sc3[nH]c(=O)sc3[C@H](c3ccc(F)cc3)[C@H]12
  HL-60(TB): 67

# Later entries
smiles	HL-60(TB)
CCOC(=O)CCC[P+](c1ccccc1)(c1ccccc1)c1ccccc1	38
COc1ccc(-c2nc(-c3ccccc3)c(-c3ccccc3)n2C2CC2)cc1OC1CCCCC1	30
COc1cc(OC)cc(Oc2nccc(-c3cn(CC(N)=O)nc3-c3cc(C)cc(OC)c3)n2)c1	116
O=C1CCC(C(=O)NNc2ccc(Cl)cc2)N1 (stereo unspecified)	19
Cc1cc2nc(-c3cc4cc(Cl)cc(Cl)c4oc3=O)[nH]c2cc1C	103
CC1NC(=S)NC(=O)/C1=C\c1cc(=O)oc2c1ccc1ccccc12 (stereo unspecified)	98
CCCCCCCCCOCC(O)COc1ccccc1[N+](=O)[O-] (stereo unspecified)	94&83
COc1cc(-c2cc(/C=C3\C(=O)Nc4ccccc43)[nH]n2)cc(OC)c1OC	-12*
COc1cc(C)ccc1Oc1nc(Nc2ccc(N3CCOCC3)cc2)ncc1NC(=O)Nc1c(Cl)cccc1Cl	99
CSC1=NN(c2ccccc2)CN(c2ccccc2)N1C	94
COc1cc(CNC(=O)/C=C/C=C/c2ccc3c(c2)OCO3)ccc1OCc1cn(-c2ccc(C)c(C)c2)nn1	84
C#C[C@]1(O)CC[C@H]2[C@@H]3CC=C4c5sc(-c6cccc(Br)c6)nc5CC[C@]4(C)[C@H]3CC[C@@]21C	78
O=C(Nc1ccc(OCc2ccccn2)c(Cl)c1)c1ccncc1	97
Cc1[nH]c(C(=O)OCCCCc2cn(CCCCNC(=O)COc3cccc4c3C(=O)N(C3CCC(=O)NC3=O)C4=O)nn2)c2c1C(=O)CCCC2 (stereo unspecified)	100
O=C(c1cc2ccccc2o1)c1nn(-c2ccccc2)c2nc3nc(-c4cc5ccccc5o4)cc(-c4c[nH]c5ccccc45)c3c(=O)n12	96
CCN(CC)c1ccc(-c2nc3ccccc3s2)cc1	90
Clc1cccc(Cl)c1Br	96
O=C(NCCCNC(=O)c1ccc[nH]c1=O)c1cc(-c2ccccc2)on1	74
COc1cccc(\C=N/N=C(N)/C(N)=N\N=C/c2cccc(OC)c2OC)c1OC	113
CCOC(=O)[C@H](N)CCC(=O)N[C@H](CSc1ccc([N+](=O)[O-])cc1[N+](=O)[O-])C(=O)NCC(=O)Oc1ccccc1C1CC(=O)c2ccccc2O1 (stereo partly specified)	102
CC(=O)n1nc(-c2ccc(Br)cc2)cc1-c1ccccn1	130
O=C(O)c1c(Cl)c(Cl)c(Cl)c(Cl)c1C(=O)OCC1CCCO1 (stereo unspecified)	99
CN(C)c1nc(-c2ccco2)n2nc(-c3ccc(Cl)cc3)cc2n1	91
CCOc1cc(NC(=O)c2ccccc2)c(OCC)cc1N	109
CCCCCCCCCCCCCCCCCC1=NC(CO)(CO)CO1	89
COc1ccc(/C=N/N=C(\N)c2c(N)nc(=S)[nH]c2-c2ccc(Cl)cc2Cl)cc1	97
O=C(c1ccc2c(c1)OCO2)C(c1c[nH]c2ccccc12)c1c[nH]c2ccccc12	99
O=C(Nc1c(Cl)cc2c(c1Cl)Cc1cc([N+](=O)[O-])ccc1-2)C(Cl)Cl	84
COc1cc(NCCCCCN)c2ncccc2c1	83
COC(=O)[C@H]1CN(C)[C@@H]2Cc3c[nH]c4cccc(c34)[C@]23C[C@H]13	89
CCCCCCCCC1CCNCC1	78
O=C1Nc2ccccc2/C1=C/c1cn(-c2nc(N3CCCCC3)nc(N3CCOCC3)n2)c2ccccc12	100
N/C(=N\c1nc2c(Cl)cccc2s1)C(Cl)(Cl)Cl	26
C/C(=N\NC(=S)Nc1ccccc1)c1sc(Nc2ccc(C)cc2)nc1C	77
O=c1c(N=Nc2ccccc2)c[nH]n1-c1ccccc1	74
O=c1ccn(Cc2cn(-c3cc4ccccc4oc3=O)nn2)c(=O)[nH]1	104
[2H]C1NC([2H])C(c2ccc(-n3cc4cccc(C(N)=O)c4n3)cc2)C([2H])C1[2H] (stereo unspecified)	81
CC(C)(C)OC(=O)n1cc(-c2nc(-c3c[nH]c4c(Cl)nccc34)cs2)c2ccccc21	86
O=C(O)CCC/C=C\C[C@H]1C=CC(=O)/C1=C/C[C@@H](O)CCc1cccc(C(F)(F)F)c1	-12*
O=[N+]([O-])c1cc(/C=N/N2CCCCCC2)ccc1Cl	84&101

# Looked up by compound from the entries so far (2):
smiles	HL-60(TB)
N/C(=N\c1nc2c(Cl)cccc2s1)C(Cl)(Cl)Cl	26
C/C(=N\NC(=S)Nc1ccccc1)c1sc(Nc2ccc(C)cc2)nc1C	77

# Back to the main list, repeating the three entries before the break.
smiles	HL-60(TB)
CC(C)(C)OC(=O)n1cc(-c2nc(-c3c[nH]c4c(Cl)nccc34)cs2)c2ccccc21	86
O=C(O)CCC/C=C\C[C@H]1C=CC(=O)/C1=C/C[C@@H](O)CCc1cccc(C(F)(F)F)c1	-12*
O=[N+]([O-])c1cc(/C=N/N2CCCCCC2)ccc1Cl	84&101
COC1=CC(c2ccc[nH]2)=N/C1=C\c1[nH]c(C)c(C(=O)OC(C)C)c1C	2.3*
COc1ccc(C2=NN(C(C)=O)C(c3cc(OC)c(OC)c(OC)c3)C2)cc1 (stereo unspecified)	95
COc1ccc2c(c1)C1(C(=O)O)CC=CCC1(C(=O)O)C2 (stereo unspecified)	87
COc1cccc(NC(=O)c2sc3nc(C)c(C(O)c4ccccc4)cc3c2N)c1 (stereo unspecified)	-52*
N#C/C(=C/c1ccccc1)c1nnc(NC(=O)c2ccc(-n3c(=O)[nH]c4ccccc4c3=O)cc2)s1	101
Cc1ccnc2c1ccc1c(C)ccnc12	-5.6*
CN1C(=O)N(C)C2C1NN=C1SC(C(=O)O)=CC(=O)N12 (stereo unspecified)	112
CCOC(=O)C1=C(C(=O)c2ccccc2)C(c2ccc([N+](=O)[O-])cc2)C(C(=O)c2ccccc2)=C(C(=O)OCC)N1	72
CN(C)c1ccc(Cc2ccc(N(C)C)cc2)cc1	73&61&82
Cc1ccc(CSc2oc(-c3ccccc3)nc2S(=O)(=O)c2ccccc2)cc1	80
CC(C)(c1ccc(N)cc1)c1ccc(N)cc1	107
C/C(=C(/c1ccccc1)c1ccc(OCC(O)CN2CCOCC2)cc1)c1ccccc1 (stereo unspecified)	61
Cc1ccc2oc(=O)cc(C3c4ccc([nH]4)C(c4cc(=O)oc5ccc(C)cc45)c4ccc([nH]4)C(c4cc(=O)oc5ccc(C)cc45)c4ccc([nH]4)C(c4cc(=O)oc5ccc(C)cc45)c4ccc3[nH]4)c2c1 (stereo unspecified)	-24*
CC1(C)OC(=O)CC1=O	91
NS(=O)(=O)c1ccc(CCNC(=O)CSc2ccc(-c3ccc(Cl)cc3)nn2)cc1	61
O=C(O)c1cc(-c2c(Cl)cccc2Cl)nc2cc3ccccc3cc12	105
O=C(Cn1c(=O)sc2nc3ccccc3nc21)Nc1ncc(Cc2cccc(Cl)c2Cl)s1	98
C[C@H]1[C@H](C)CC[C@]2(C(=O)O)CC[C@]3(C)C(=CC[C@@H]4[C@@]5(C)C/C(=C/c6ccccn6)C(=O)C(C)(C)[C@@H]5CC[C@]43C)[C@H]12	79
COc1ccccc1/C(Br)=C1/CCCN2C(=O)c3ccccc3C12 (stereo unspecified)	103
CC(C)(C)OC(=O)n1cc(-c2nc(-c3c[nH]c4ncccc34)cs2)c2cc(Br)ccc21	93
CC(=O)c1ccc(NC(=O)Cn2nc(C(F)(F)F)nc2N)cc1	85
CCOC(=O)c1cnc2c(-c3nc4ccccc4s3)c(Nc3ccccc3)[nH]n2c1=O	66
COc1ccc(-c2c(C#N)nnn2-c2ccc(OC)cc2)cc1	97
CN1C(C(=O)Nc2ccccn2)=C(O)c2sccc2S1(=O)=O	105
CCN(CC)CCNS(=O)(=O)c1ccc(C)cc1	96
COc1ccc2oc(=O)cc(C(c3ccc[nH]3)c3ccc[nH]3)c2c1	-20*
N#Cc1c(NC(=O)NCc2ccc(Br)cc2)sc2c1CCCC2	104
CCOC(=O)c1c2ccc3cn(C)nc3c2c(C)n1Cc1ccccc1	99
CC(C)C(CCC(=O)O)CC(=O)O (stereo unspecified)	98
C[C@@H](C[C@H](CCO)c1cc(C(F)(F)F)cc(C(F)(F)F)c1)c1ccc2ccccc2c1	93
Cn1c(=O)c(C#N)c(-c2ccccc2)n2c(SCC(O)CN3CCOCC3)nnc12 (stereo unspecified)	101
CS(=O)(=O)C1=CN(CCO)C(=O)N2CCCN=C12	109
C[N+](C)=c1ccc2nc3c(cc(NCCCNc4cc5oc6cc(=[N+](C)C)ccc-6nc5c5ccccc45)c4ccccc43)oc-2c1	-7.2*
CCN(CC)c1ccc2cc(C(Nc3ccc(OC)cc3)c3nnnn3C(C)(C)C)c(=O)oc2c1 (stereo unspecified)	94
CCOC(=O)C1=C(C)NC(C)=C(C(=O)OCC)C1c1ccc([N+](=O)[O-])s1	67
COc1ccc(C2(SCC(N)C(=O)O)c3ccccc3-c3ccccc32)cc1 (stereo unspecified)	95
CCOC(=O)c1cc(C(=O)c2cc(OC)cc(OC)c2)n2ncc3ccccc3c12	-8.3*
Cc1ccc(-c2nc3ccccn3c2/C=C2/C(=O)Nc3ccc(Cl)cc32)cc1	55
CCOC(=O)C1=C(C)NC(C)=C(C(=O)OCC)C1c1ccc(OC)c(OC)c1	96
O=c1[nH]c2cc(Cl)c(Br)cc2o1	74
